MEX-5 binding – C. elegans MEX-5 TCR-2 RNA binding activity. MEX-5/FITC-TCR2 RNA binding, fluorescence polarization; stronger effect = lower value. activity score (negative = inhibition of binding), % at 10 µM. 0.38% of 300,000 active. Q9XUB2. AID 1832;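 active = inhibition past about -25% in most replicates, and total fluorescence under double the plate's negative control median, limit read from the data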;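 also: 0% = DMSO and -100% = 5 µM competing unlabeled TCR2 RNA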
MCL1 BIM primary – inhibitors of human MCL1 binding to BIM-BH3 peptide. inhibition, % at 10.9 µM. GST-MCL1 / FITC-Bim-BH3 fluorescence polarization. Q07820. 0.68% of 320,000 active;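 active = inhibition above the mean inhibition of all tested compounds plus 3 SD, set per campaign, cut at about 40% in these data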;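 also: 0% = DMSO wells and 100% = unlabeled Bim-BH3 peptide control; higher means more loss of mP so more displacement of Bim peptide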
GLD-1 RNA inh – GLD-1-TGE RNA interaction inhibition (C. elegans); Q17339; purified GLD-1 + fluorescein TGE RNA, fluorescence polarization; inhibition, % at 5.96 µM; 0.44% of 320,000 active;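 active = percent inhibition above a per-plate cutoff, the plate mean of test compounds plus 3 SD, cut at about 30% in these data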;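 also: 0% = DMSO wells with GLD-1 and probe and 100% = wells lacking GLD-1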
Efflux pump mplx – blocks antifungal efflux pumps in multiplex yeast assay | S. cerevisiae Candida pump triplex, Nile Red efflux | inhibition, % at 10 µM | 0.44% of 330,000 active | AID 485275;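 active = plate passing quality check with inhibition over a set limit, or well fluorescence over plate mean plus 4 SD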;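 also: Nile Red retained in pooled yeast measured as flow cytometry median fluorescence; 0% = buffer negative control and 100% = Enniatin B positive control; higher means more Nile Red kept so more efflux inhibition; some compounds called inactive have numbers as strong as hits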
Fam108B counter – blocks mouse Fam108B hydrolase in RBBP9 counter-screen; recombinant Fam108B, FP-Rh probe fluorescence polarization; inhibition, % at 9.51 µM; 0.33% of 300,000 active; AID 1947;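 active = inhibition above the screen mean inhibition plus 3 SD, computed separately per campaign, cut at about 18% in these data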;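 also: inhibitors lower polarization as less probe binds the enzyme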
VLA-4 inh – inhibition in a human VLA-4 binding assay | VLA-4 expressing cells, ligand binding flow cytometry | inhibition, % (about 7 µM as worked out from the volumes in the protocol) | 0.2% of 330,000 active | AID 2557; in the data active = inhibition above about 50%
Target sequence (P13612 whole entry, looked up): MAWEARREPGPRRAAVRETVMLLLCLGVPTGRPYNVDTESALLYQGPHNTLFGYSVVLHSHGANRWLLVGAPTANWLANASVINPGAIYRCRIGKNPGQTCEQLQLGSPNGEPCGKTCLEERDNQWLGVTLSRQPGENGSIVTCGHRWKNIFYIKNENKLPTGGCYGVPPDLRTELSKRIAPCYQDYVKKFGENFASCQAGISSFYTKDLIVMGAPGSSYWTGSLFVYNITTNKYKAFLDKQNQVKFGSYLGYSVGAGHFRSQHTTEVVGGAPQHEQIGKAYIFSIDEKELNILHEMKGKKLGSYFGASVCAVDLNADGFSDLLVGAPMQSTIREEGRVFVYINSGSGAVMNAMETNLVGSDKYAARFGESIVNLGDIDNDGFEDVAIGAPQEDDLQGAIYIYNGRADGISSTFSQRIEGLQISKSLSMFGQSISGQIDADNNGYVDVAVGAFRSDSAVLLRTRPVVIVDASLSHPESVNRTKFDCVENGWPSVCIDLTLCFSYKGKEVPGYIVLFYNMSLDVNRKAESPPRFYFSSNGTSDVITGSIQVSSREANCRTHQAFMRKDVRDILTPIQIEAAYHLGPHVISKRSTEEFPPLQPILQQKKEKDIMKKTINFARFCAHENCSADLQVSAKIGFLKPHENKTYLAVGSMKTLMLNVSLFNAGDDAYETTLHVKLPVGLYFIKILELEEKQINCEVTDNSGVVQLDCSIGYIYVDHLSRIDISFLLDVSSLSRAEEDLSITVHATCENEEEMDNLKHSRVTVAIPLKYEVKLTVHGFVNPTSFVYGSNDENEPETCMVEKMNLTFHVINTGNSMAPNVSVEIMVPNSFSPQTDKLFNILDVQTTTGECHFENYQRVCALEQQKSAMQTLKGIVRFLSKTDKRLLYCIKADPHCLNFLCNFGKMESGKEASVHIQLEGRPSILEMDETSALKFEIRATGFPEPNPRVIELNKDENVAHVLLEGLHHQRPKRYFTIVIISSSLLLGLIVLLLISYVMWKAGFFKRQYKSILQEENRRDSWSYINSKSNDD
PME-1 inh – blocks human protein phosphatase methylesterase 1. Q9Y570. recombinant PME-1, FP-Rh probe fluorescence polarization. inhibition, % at 5.9 µM. 0.53% of 320,000 active. AID 2130;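 active = inhibition above the campaign mean of all compounds plus 3 SD, cut at about 26% in these data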;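 also: competitive labeling of PME-1 active site by serine hydrolase directed probe; 0% = PME-1 with DMSO and 100% = wells lacking PME-1 enzyme; inhibitors block probe labeling so polarization falls and inhibition rises; many of its hits are not listed in these tables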
Bcl-xL primary – blocks human Bcl-xL binding to Bim BH3 peptide; Q07817; GST-Bcl-xL / FITC-Bim BH3 peptide fluorescence polarization; inhibition, % at 10.9 µM; 0.7% of 320,000 active; AID 2129;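 active = inhibition above the mean of all tested compounds plus 3 SD, cutoff set per campaign, cut at about 30% in these data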;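 also: 0% = DMSO wells and 100% = unlabeled Bim-BH3 peptide competitor; inhibitors lower millipolarization by displacing the labeled peptide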
GRK2 aptamer HTS – blocks RNA aptamer binding to human GRK2. P25098. bead flow cytometry, FAM-aptamer displacement from GRK2. inhibition of aptamer binding, % at 10 µM. 0.59% of 330,000 active. AID 488847;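 active = inhibition of aptamer binding above 40%, roughly 3 SD of noise, on plates passing a quality check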;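 also: median bead fluorescence of bound FAM aptamer so fluorescent compounds give negative values; no value below 0 was filed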
The depositor's hits bear a star; · = not tested or not shown. Only part of the results is shown; count on the stated rates, not on these rows.

Results follow in this order: MEX-5 binding, MCL1 BIM primary, GLD-1 RNA inh, Efflux pump mplx, Fam108B counter, VLA-4 inh, PME-1 inh, Bcl-xL primary, GRK2 aptamer HTS
- Cc1ccc(/C=C2\Oc3cc(OC(=O)N4CCOCC4)ccc3C2=O)cc1
    0.9, -4, 8, 0.0, 3, -2, 0, 5, 6
- COc1ccc(S(=O)(=O)N(Cc2cc3cc(C)ccc3[nH]c2=O)CC2CCCO2)cc1 (stereo not drawn)
    -1.0, 2, 7, 0.4, -3, -1, -13, 1, 0
- CCOc1ccc(NC(=O)CSc2nc(N3CCOCC3)nc(N3CCOCC3)n2)cc1
    0.0, 2, 4, -10, -2, 10, 5, 5, 0
- CC1(C)NC(=O)N(CC(=O)OCC(=O)c2ccc(Cl)s2)C1=O
    ·, ·, -2, -0.1, ·, 6, ·, ·, 0
- O=C(COC(=O)c1ccc(CO)cc1)Nc1ccc2ccccc2c1
    ·, -16, 4, 0.0, ·, 22, -10, -13, 1
- Cc1ccc(Cn2nnc3c(=O)[nH]c(C(=O)NCc4ccco4)nc32)cc1
    -1.8, 4, -2, 0.1, 3, -3, -1, 3, 0
- COc1ccc(OC)c(Nc2nc(NCc3ccco3)c3ccccc3n2)c1
    0.4, 2, 7, 0.2, 12, -1, 25, 0, 46*
- O=S(=O)(c1ccccc1)N(Cc1nc(-c2ccccc2)no1)C1CCCCC1
    -1.2, -6, 0, 0.1, -2, 12, -7, 7, 3
- COc1ccc(NS(=O)(=O)c2cccc(C(=O)N3CCCCCCC3)c2)cc1
    ·, 2, 6, 0.1, ·, -6, -4, 2, 0
- Cc1ccccc1Oc1cccc(C(=O)/C(C#N)=C/N(C)C)c1
    -2.2, 1, -2, 0.0, 0, -14, 0, 0, 0

Compound profiles (already shown). Screens in order: MEX-5 binding	MCL1 BIM primary	GLD-1 RNA inh	Efflux pump mplx	Fam108B counter	VLA-4 inh	PME-1 inh	Bcl-xL primary	GRK2 aptamer HTS
Record of CC1(C)NC(=O)N(CC(=O)OCC(=O)c2ccc(Cl)s2)C1=O = ·	·	-2	-0.1	·	6	·	·	0
Record of CCOc1ccc(NC(=O)CSc2nc(N3CCOCC3)nc(N3CCOCC3)n2)cc1 = 0.0	2	4	-10	-2	10	5	5	0
Record of Cc1ccc(Cn2nnc3c(=O)[nH]c(C(=O)NCc4ccco4)nc32)cc1 = -1.8	4	-2	0.1	3	-3	-1	3	0
Record of O=C(COC(=O)c1ccc(CO)cc1)Nc1ccc2ccccc2c1 = ·	-16	4	0.0	·	22	-10	-13	1
Record of COc1ccc(S(=O)(=O)N(Cc2cc3cc(C)ccc3[nH]c2=O)CC2CCCO2)cc1 (stereo not drawn) = -1.0	2	7	0.4	-3	-1	-13	1	0

(continued)
Results follow in this order: MEX-5 binding, MCL1 BIM primary, GLD-1 RNA inh, Efflux pump mplx, Fam108B counter, VLA-4 inh, PME-1 inh, Bcl-xL primary, GRK2 aptamer HTS
- CC(C)(C)N1C(=O)[C@H]2[C@@H](c3ccc(Br)cc3)N3C(=O)N(c4ccccc4)C(=O)[C@@]3(Cc3ccccc3)[C@H]2C1=O
    1.2, 3, 3, 0.0, -4, -7, -3, -1, 0
- O=c1oc2ccccc2c2c1SC(C(F)(F)F)C2 (stereo not drawn)
    0.6, -8, -3, 0.0, -1, 12, 3, 2, 0
- CN(CC(=O)NCCc1ccc(F)cc1)Cc1ccc(Br)cc1
    1.4, 0, 5, 0.0, 1, -3, 5, 3, 0
- Cc1ccc(C(=O)Oc2coc(CSc3nnc(NC(=O)c4cccs4)s3)cc2=O)cc1
    -0.3, 11, 1, -0.1, -2, 6, 1, 0, 0
- O=S(=O)(c1ccccc1)c1nc(-c2ccco2)oc1NCc1ccccc1
    -1.5, 1, -1, -0.3, -1, 15, 5, 0, 3
- CN(C)c1ccc(CNc2ccc3c(c2)ncn3C)cc1
    -3.0, 7, -3, -0.1, 2, 10, 7, 5, 0
- COc1ccccc1/C=N/n1cnnc1
    -2.6, 1, 1, 0.0, 2, -3, -1, 1, 0
- CSc1ncc(CNc2cc([N+](=O)[O-])ccc2C)c(N)n1
    -1.7, -9, -1, ·, -12, ·, 5, 0, ·
- Cc1ccc(O)c(-c2cc(-c3cccc(F)c3)n[nH]2)c1
    -1.3, -8, 2, 0.1, -2, 39, 2, 0, 3
- NC(=O)COc1ccc(C2c3c(oc4ccccc4c3=O)C(=O)N2CC2CCCO2)cc1 (stereo not drawn)
    -1.3, 6, -3, -0.1, 0, -5, 4, 5, 1

2 of these compounds in another layout.
canonical_smiles | MEX-5 binding | MCL1 BIM primary | GLD-1 RNA inh | Efflux pump mplx | Fam108B counter | VLA-4 inh | PME-1 inh | Bcl-xL primary | GRK2 aptamer HTS
CSc1ncc(CNc2cc([N+](=O)[O-])ccc2C)c(N)n1 | -1.7 | -9 | -1 | · | -12 | · | 5 | 0 | ·
Cc1ccc(O)c(-c2cc(-c3cccc(F)c3)n[nH]2)c1 | -1.3 | -8 | 2 | 0.1 | -2 | 39 | 2 | 0 | 3

(cont.)
Results follow in this order: MEX-5 binding, MCL1 BIM primary, GLD-1 RNA inh, Efflux pump mplx, Fam108B counter, VLA-4 inh, PME-1 inh, Bcl-xL primary, GRK2 aptamer HTS
- C/C(=N\OC(=O)c1ccc(Cl)cc1)c1nccs1
    1.6, 2, 1, 0.2, -3, 30, -3, 3, 0
- NC(=O)CC[C@@H]1NC(=O)[C@@H]2CCCN2C(=O)c2cc([N+](=O)[O-])cc(I)c2NCCC[C@@H](C(=O)NC(CC(=O)O)C(N)=O)NC1=O (stereo partly drawn)
    ·, -5, 7, -0.1, -3, -3, -3, -3, 0
- Cc1ccc(CNC(=O)c2ccc(N3CCC4(CC3)CC(c3ccccc3)=NO4)c(NC(=O)c3ccccc3)c2)cc1
    0.0, 0, 4, 0.1, -11, 19, -4, 2, 0
- Cc1ccc2c(c1)N(S(=O)(=O)c1cc(-c3cc(C)no3)ccc1C)CCO2
    -2.1, -5, 6, -0.1, -6, 4, -8, -1, 0
- COCCNC(=O)c1onc(CSc2ccccc2)c1C(=O)NCCOC
    1.4, 3, 5, -0.2, -5, 26, -4, 3, 0
- O=C1CCCCC1Sc1nnc(-c2ccc3c(c2)OCO3)o1 (stereo not drawn)
    -2.6, 0, 5, 0.2, 0, 28, -3, -6, 4
- CC(C)Oc1ccc(Br)cc1/C=N\NC(N)=S
    1.9, 12, 6, -0.6, 2, 13, -1, 1, 5
- CCOC(=O)C1(Cc2cccc(Cl)c2)CCCN(C(=O)c2occc2C)C1 (stereo not drawn)
    0.9, 3, 2, -0.2, -1, 8, 3, 4, 0
- Cc1cccc(NC(=O)Cn2c(O)c(N=NC(=O)c3ccncc3)c3ccccc32)c1
    0.9, 7, -4, 0.4, 8, -10, 1, 2, 0
- COc1ccc(/C=N/NC(=O)c2snnc2C)c(OC)c1OC
    0.1, 0, -9, 0.3, -9, 9, -10, 3, 0

Other structures.
Results follow in this order: MEX-5 binding, MCL1 BIM primary, GLD-1 RNA inh, Efflux pump mplx, Fam108B counter, VLA-4 inh, PME-1 inh, Bcl-xL primary, GRK2 aptamer HTS
- CCCCCNCC(=O)Nc1cccc(C(=O)Nc2cccc(C(F)(F)F)c2)c1
    1.4, 4, 7, -0.1, -5, 13, -9, 4, 0
- COc1ccc(N2CCN(C(=O)CN(C3CCCCC3)S(C)(=O)=O)CC2)cc1
    2.5, 8, 1, -0.1, -1, 11, -2, 3, 1
- CN1C(C(=O)NCCc2cccs2)CC2Cn3c(nc4cc5ccccc5cc43)C21 (stereo not drawn)
    -3.0, -5, 12, -0.2, -1, -7, 2, 3, 0
- COC(=O)CN1C(=O)[C@H]2[C@@H](/C=C/c3ccccc3)N3C(=O)CN(CC4CC4)C(=O)[C@@]3(Cc3ccccc3)[C@H]2C1=O
    1.7, -6, 9, 0.3, -4, -10, 2, 0, 0
- CC(C)c1cc(=O)n2[nH]c(SCc3ccccc3Cl)nc2n1
    0.0, 6, -6, 0.2, 1, 10, 3, 2, 1
- Cc1ccc(S(=O)OCC(=O)Nc2cc(Cl)ccc2N2CCOCC2)cc1 (stereo not drawn)
    0.5, 5, 4, 0.3, 4, -11, 5, 2, 1
- CCOC(=O)N1CCN(c2nc(=S)n(-c3ccccc3)c(C)c2C(C)=O)CC1
    -2.9, 2, 3, 0.0, 1, 3, 2, 3, 0
- Fc1ccc(-c2ccnc(=S)[nH]2)cc1
    2.8, 16, 6, 0.1, -1, 12, -7, 11, 0
- Cc1c(Cl)cccc1NC(=S)N(Cc1ccccc1)Cc1cccnc1
    0.8, -4, -5, 0.3, -5, 4, 6, 5, 4
- COc1ccc(S(=O)(=O)NCC(=O)Nc2ccc(F)cc2)cc1
    ·, 3, 7, 0.0, ·, 7, 5, 3, 1

An excerpt from above with just PME-1 inh and GRK2 aptamer HTS:
smiles | PME-1 inh | GRK2 aptamer HTS
Cc1c(Cl)cccc1NC(=S)N(Cc1ccccc1)Cc1cccnc1 | 6 | 4
COc1ccc(S(=O)(=O)NCC(=O)Nc2ccc(F)cc2)cc1 | 5 | 1

Carrying on.
Results follow in this order: MEX-5 binding, MCL1 BIM primary, GLD-1 RNA inh, Efflux pump mplx, Fam108B counter, VLA-4 inh, PME-1 inh, Bcl-xL primary, GRK2 aptamer HTS
- O=C(NC1CCOC1)c1cc(COc2cccc(C(F)(F)F)c2)on1 (stereo not drawn)
    2.8, -1, 2, 0.1, 0, 0, -1, 3, 6
- COc1ccc(-c2cc(=O)c3cc(OC)c(OC)cc3[nH]2)cc1
    1.5, 0, 0, -0.1, 1, 14, -21, 6, 0
- CCc1cccc(CC)c1NC(=O)CSc1nnc(CCC(=O)O)c(=O)[nH]1
    0.3, 4, 0, 0.1, -1, 6, 4, 4, 0
- CCNC(=S)N(CCO)Cc1cc2cc3c(cc2[nH]c1=O)OCO3
    -1.9, 7, -5, 0.0, 3, 0, 1, 7, 0
- COc1ccccc1C(=O)Nc1ccc(OCC(=O)N2CC(C)OC(C)C2)cc1 (stereo not drawn)
    ·, -3, 0, 0.0, ·, 4, -9, 0, 2
- CN(C)S(=O)(=O)c1ccc(-c2ccccc2)cc1
    1.8, 3, 2, 0.1, 1, 22, 3, 7, 2
- Cc1c(NS(=O)(=O)c2ccc3c(c2)n(C)c(=O)n3C)c(=O)n(-c2ccccc2)n1C
    3.9, 5, -1, 0.2, 0, -2, 3, 2, 1
- O=c1[nH]ncc(N/N=C\c2cccs2)c1Cl
    -1.9, 8, 8, -0.1, 0, 9, 3, 4, 0
- CCCC(NC(=O)C(C)Sc1nnnn1C1CC1)c1ccccc1 (stereo not drawn)
    ·, 4, 2, -0.1, ·, 20, -3, 9, 2
- COc1ccc([N+](=O)[O-])cc1NC(=O)C1CCCN1S(=O)(=O)c1cccs1 (stereo not drawn)
    2.1, 8, 5, -0.1, 1, 5, 6, 4, 0
